PPARg SRC-2 ag: agonists of PPARg-SRC-2 recruitment, primary screen, biochemical, HTS. Peroxisome proliferator-activated receptor gamma (Homo sapiens), P37231. PPARgamma LBD-SRC-2 recruitment. activation, % at 8 µM. 200,000 compounds, 0.34% hits; in the data active = activation above about 22%;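 also: 0% = vehicle and 100% = reference agonist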
TR-FRET SRC-2 ct: TR-FRET signal artefacts, primary screen, artefact control for PPARgamma SRC-2 agonist project, biochemical. TR-FRET artefact counter-screen; stronger effect = higher value. TR-FRET ratio at 8 µM. 200,000 compounds, 0.4% hits. AID 1049, 2008; in the data active = TR-FRET ratio above about 2000; also: inactives centre near 1500
STAT1 inh: STAT1 signaling inhibitors, primary screen, cell-based, HTS, luciferase reporter | NIH 3T3 STAT1-luciferase reporter, IFN-gamma, luminescence | inhibition, % at 5.5 µM | 200,000 compounds, 0.35% hits | AID 920, 2007;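 active = inhibition above a set limit, the mean inhibition across all tested compounds plus 3 SD, cut at about 34% in these data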;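 also: 0% = IFN-gamma with DMSO and 100% = IFN-gamma with 300 µM nifuroxazide; values of inactives mirror those of a sister screen read the other way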
RAM inhibit: inhibitors of the yeast RAM network, primary screen, dse1pr::URA3 reporter, 5-FOA selection; S. cerevisiae dse1pr::URA3 reporter, 5-FOA growth OD615, 2 d; analog-sensitive cbk1-as2 kinase mutant strain; inhibition, % at 50 µM; 190,000 compounds, 1.8% hits;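 active = inhibition above a set limit, 3 SD over mean compound inhibition, cut at about 8.4% in these data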;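 also: 0% = DMSO-only wells with no growth and 100% = 10 µM 1-NA-PP1 full growth; inhibition rescues growth on 5-FOA so higher OD means more RAM inhibition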
S1P3 antag: S1P3 receptor antagonists, primary screen, cell-based; inhibition, % at 4.98 µM; Sphingosine 1-phosphate receptor 3 (Homo sapiens), Q99500; 170,000 compounds, 0.27% hits; CHO S1P3 NFAT-BLA reporter, FRET fluorescence, antagonist mode;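 active = inhibition above the plate cutoff, the mean inhibition of test wells on that plate plus 3 SD, cut at about 28% in these data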;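 also: cells challenged with S1P at its EC80 of 0.8 µM; blue over green emission ratio from cleaved BLA substrate after 4 h stimulation; 0% = S1P-stimulated wells and 100% = unstimulated DMSO-only wells; some compounds past the cut are filed as inactive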
Target sequence (Q99500 whole entry, looked up): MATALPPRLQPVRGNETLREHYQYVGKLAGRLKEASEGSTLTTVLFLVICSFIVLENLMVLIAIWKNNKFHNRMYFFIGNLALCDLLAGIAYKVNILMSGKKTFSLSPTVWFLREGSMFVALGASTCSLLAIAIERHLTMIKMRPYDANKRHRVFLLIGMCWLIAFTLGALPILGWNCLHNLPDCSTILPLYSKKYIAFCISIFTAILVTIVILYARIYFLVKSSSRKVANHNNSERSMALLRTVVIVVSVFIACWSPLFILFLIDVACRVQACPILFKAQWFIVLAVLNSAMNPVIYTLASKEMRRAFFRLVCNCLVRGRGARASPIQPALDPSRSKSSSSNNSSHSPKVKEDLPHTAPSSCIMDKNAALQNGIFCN
PPARg SRC-1 ag: PPARgamma agonists recruiting SRC-1 coactivator, primary screen, biochemical | PPARgamma-SRC-1 coactivator recruitment biochemical assay | activation, % at 8 µM | 200,000 compounds, 0.41% hits; in the data active = activation above about 19%;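 also: 0% = DMSO and 100% = reference agonist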
ROMK mod: ROMK potassium channel modulators, primary screen, cell-based, thallium flux, MLSMR library; ATP-sensitive inward rectifier potassium channel 1 (Homo sapiens), P48048; Tet-inducible ROMK, thallium flux fluorescence; actives lie on both sides; B-score at 10 µM; 130,000 compounds, 2% hits;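 active = signal ratio slope over the read window, or its plate-corrected B-score, at least 3 SD from the plate mean, either direction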;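 also: B-score of the F/F0 ratio slope over 7 to 12 s after thallium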
Target sequence (P48048 whole entry, looked up): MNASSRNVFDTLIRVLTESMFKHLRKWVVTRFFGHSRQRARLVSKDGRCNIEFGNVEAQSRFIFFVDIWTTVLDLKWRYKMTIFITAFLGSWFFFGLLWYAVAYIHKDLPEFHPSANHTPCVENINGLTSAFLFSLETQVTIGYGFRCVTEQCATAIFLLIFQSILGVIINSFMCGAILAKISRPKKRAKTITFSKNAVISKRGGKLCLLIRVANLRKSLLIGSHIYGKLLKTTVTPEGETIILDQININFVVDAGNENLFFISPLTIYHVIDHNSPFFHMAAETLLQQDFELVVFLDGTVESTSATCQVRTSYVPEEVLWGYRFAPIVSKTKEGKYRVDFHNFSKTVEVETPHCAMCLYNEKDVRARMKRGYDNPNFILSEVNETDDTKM
PPARg SRC3 recr: PPARgamma agonists recruiting SRC-3 coactivator, primary screen, biochemical; biochemical PPARgamma/SRC-3 coactivator recruitment assay; activation, % at 8 µM; 200,000 compounds, 0.26% hits; in the data active = activation above about 23%;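 also: 0% = DMSO and 100% = reference agonist; some compounds past the cut are filed as inactive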
TLR4 MyD88 comp: inhibitors of TLR4-MyD88 association in cells, primary screen, cell-based, HeLa CL3-4, BLA complementation, FRET ratio; inhibition, % at 8.4 µM; Toll-like receptor 4 (Homo sapiens) + Myeloid differentiation primary response protein …; AID 861, 2007; 200,000 compounds, 0.18% hits; HeLa CL3-4 TLR4/MyD88 BLA complementation; in the data active = inhibition above about 25%;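 also: 0% = vehicle and 100% = reference inhibitor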
STAT3 activator: IL-6 driven STAT3 reporter potentiators, primary screen, U3A cells, luciferase, luminescence, MLSCN library; 190,000 compounds, 0.91% hits; IL-6 STAT3-luciferase reporter; 100% = signal with IL-6 EC80 alone; activation (% of control), % at 5.6 µM; AID 871, 2007;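 active = activation above the screen-wide mean of compound activation plus 3 SD, cut at about 130% in these data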;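 also: 0% = background luminescence of wells with medium and substrate only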
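Material: human STAT1-deficient U3A cells with stable STAT3-luciferase reporter / Probe or stimulus: IL-6 stimulus at 33 ng/mL final / Schedule: 1 h compound pre-exposure, 6 h IL-6 stimulation, 37 °C / Technique: luminescence / Read-out basis: percent of IL-6-only median luminescence / Control set: IL-6-only high control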
STAT3 blocker: IL-6 driven STAT3 reporter inhibitors, primary screen, U3A cells, luciferase, luminescence, MLSCN library; 190,000 compounds, 0.89% hits; inhibition, % at 5.5 µM; IL-6 STAT3-luciferase reporter; host cell line lacks STAT1;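 active = inhibition above the mean inhibition across all screened compounds plus 3 SD, cut at about 44% in these data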;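 also: 0% = DMSO only wells and 100% = 100 µM nifuroxazide control wells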
Starred values were filed as active, the others as inactive; . = no result given.

SMILES | PPARg SRC-2 ag | TR-FRET SRC-2 ct | STAT1 inh | RAM inhibit | S1P3 antag | PPARg SRC-1 ag | ROMK mod | PPARg SRC3 recr | TLR4 MyD88 comp | STAT3 activator | STAT3 blocker
Cc1c(N)cccc1-c1nc2ccccc2[nH]1 | 11.3 | 1689 | -15.8 | -0.8 | . | 3.0 | 0.613 | 9.9 | 5.8 | 106.8 | -4.3
O=C(Cc1cccs1)NCCSc1c(-c2ccc(Cl)cc2)[nH]c2ccccc12 | 19.6 | 5424* | 1.9 | 8.9* | 22.7 | 28.4* | 0.0454 | 54.3* | -2.3 | 129.2 | -34.1
CCC/C=C(\CCC)C(NC(=O)Cc1ccccc1)c1ccc(C(=O)OC)cc1 (stereo unspecified) | -5.2 | 1242 | -11.8 | 8.7* | 16.0 | 0.5 | 0.312 | 0.1 | 4.4 | 105.3 | -9.2
Cc1ccc(C)c(Cn2c(CN(C)Cc3ccccc3)nc3c2c(=O)n(C)c(=O)n3C)c1 | 2.4 | 1584 | -2.0 | -0.3 | -10.3 | 4.8 | . | -3.2 | 6.5 | 104.1 | -0.2
Cc1ccc(SCCNC(=S)Nc2ccc(C)cc2C)cc1 | 5.3 | 1509 | -5.9 | 6.8 | 5.2 | -3.7 | . | 3.5 | 4.5 | 98.9 | 4.0
Cc1ccc(S(=O)(=O)N2CCN(C(=O)CSc3nnc(-c4ccco4)o3)CC2)cc1 | -4.5 | 1517 | 4.0 | 0.6 | -23.2 | -0.3 | . | -2.0 | -5.6 | 97.9 | 7.7
COc1ccc(-c2nc(CS(=O)CC(=O)NCc3cccnc3)c(C)o2)cc1OC (stereo unspecified) | 3.7 | 1602 | 2.8 | 1.1 | -21.5 | -1.9 | . | -1.6 | -9.2 | 100.8 | 8.0
CC(=O)Nc1ccc(NC(=O)C(C)n2nc(C)c([N+](=O)[O-])c2C)cc1 (stereo unspecified) | 5.8 | 1531 | -1.9 | -0.6 | -13.2 | -6.0 | -0.815 | 5.6 | 0.9 | 95.6 | 13.8
COc1ccc(C)c2sc(=NC(=O)C(C)C)n(C)c12 | -3.0 | 1677 | 8.5 | 1.1 | -17.5 | 7.3 | . | 11.0 | 5.0 | 92.5 | 17.2
CCN(c1ccc(OCC(=O)OCC(=O)Nc2ccc(F)c(F)c2F)cc1)S(=O)(=O)c1ccccc1 | 2.1 | 1730 | -5.3 | 2.9 | 1.8 | 6.9 | 0.65 | -2.0 | -24.4 | 100.5 | -3.2
Cn1c(=O)cc(OCC(=O)NCCCN2CCN(Cc3ccccc3)CC2)c2ccccc21 | 7.6 | 1472 | -1.4 | 0.0 | -15.3 | 3.4 | . | 3.6 | -1.0 | 94.0 | 12.3
Cc1ccc(C)c(NC(=O)Cn2cnc3c(oc4ccccc43)c2=O)c1 | -1.5 | 1749 | -5.7 | 5.2 | -13.1 | 4.5 | -0.0292 | -0.3 | 2.0 | 109.3 | -10.2
COc1ccc(N=C2NC(=O)CS2)c([N+](=O)[O-])c1 | 8.5 | 1597 | -2.5 | 0.4 | -22.3 | -2.4 | -0.896 | 6.4 | 16.6 | 99.1 | 4.8
Cc1cccc(N2CCN(C(=O)CSCc3c(C)noc3C)CC2)c1C | 1.3 | 1696 | 22.0 | -0.9 | 17.4 | 9.4 | -1.64 | 7.0 | 5.5 | 45.7 | 69.6*
Cn1nc(C(=O)OCC(=O)NC2CCS(=O)(=O)C2)c2ccccc2c1=O (stereo unspecified) | 6.0 | 1529 | -0.1 | 1.0 | 9.2 | 4.0 | 0.215 | -0.7 | 1.8 | 103.0 | -1.3
O=C(/C=C/c1ccccc1Cl)Nc1ccc(S(=O)(=O)Nc2ncccn2)cc1 | 4.7 | 1587 | -4.4 | 5.7 | 11.7 | -2.8 | 1.71 | 3.7 | 0.8 | 94.1 | 9.3
O=C(Nc1ccccc1Cl)N1CCN(Cc2ccc3c(c2)OCO3)CC1 | 7.3 | 1501 | 3.5 | 1.6 | -20.6 | 7.5 | -0.0244 | 3.6 | -5.3 | 92.1 | 19.5
COc1cccc(NC(=S)N(Cc2ccc(Cl)cc2)Cc2ccc(C(=O)O)cc2)c1 | -4.3 | 1645 | -1.2 | 13.6* | -8.2 | 3.1 | 0.59 | -1.9 | -9.0 | 99.7 | 11.6
COC(=O)c1sc2ccc(C)cc2c1C(=O)OC | 1.2 | 1657 | -4.8 | 1.1 | . | 3.1 | 0.0193 | 9.2 | 1.8 | 107.3 | -4.9
Cc1[nH]c2ccccc2c1/C=N/NC(=O)CCC(=O)Nc1ccccc1 | -5.8 | 1660 | -2.7 | 1.0 | -4.9 | -4.3 | . | 6.6 | 9.4 | 115.3 | -14.2
O=C1COc2ccc(-c3csc(=Nc4ccc(OC(F)F)cc4)n3CC3CCCO3)cc2N1 (stereo unspecified) | -0.3 | 1655 | 0.5 | 0.0 | . | 6.5 | . | 3.0 | 9.6 | 88.4 | 17.4
Cc1ccn2c(/C=N/OCc3ccc(F)cc3)c(-c3ccc(Cl)cc3)nc2c1 | 8.4 | 1701 | 2.2 | 9.7* | . | 5.5 | . | 11.6 | -1.3 | 87.4 | 25.5
COc1ccc(C2CC(=O)C3=C(C2)Nc2ncnn2C3c2ccccc2)cc1 (stereo unspecified) | -1.2 | 1631 | 1.2 | 2.0 | -4.6 | 1.4 | -0.248 | 13.6 | 19.7 | 92.6 | 13.1
Cc1ccc(NC(=O)c2c(C)nc3sc(C(=O)NC4CCCC4)c(N)c3c2-c2ccco2)c(C)c1 | -2.3 | 1379 | 5.7 | 6.8 | -5.0 | -2.0 | 0.0321 | -3.1 | 10.4 | 98.6 | 0.1
CCN(CC)CCCNC(=O)c1ccc(N2CCCCC2)c(NS(=O)(=O)c2ccc(C)cc2)c1 | -4.9 | 1618 | -8.5 | 2.4 | -13.4 | -0.8 | -0.0983 | -0.4 | -2.6 | 105.1 | -3.6
Cc1cc(N2CCOCC2)n2cc(-c3ccccc3)nc2n1 | -3.1 | 1640 | -11.9 | -0.5 | -8.5 | -0.1 | 0.0295 | 2.5 | -1.6 | 93.4 | 8.7
O=C(O)c1sc2cc(C(F)(F)F)cnc2c1-c1ccccc1 | 8.8 | 1400 | -4.4 | 0.8 | . | 2.0 | . | -5.3 | 8.8 | 112.3 | -9.1
CCn1c(CNC(=O)c2ccc(OC)c(OC)c2)nnc1SCC(=O)Nc1ccccc1 | 4.1 | 1756 | -0.1 | 1.1 | -22.8 | 1.1 | -0.231 | 2.4 | -1.3 | 101.3 | 2.2
CCC(C)n1c(SCc2ccccc2)nc2ccsc2c1=O (stereo unspecified) | 4.8 | 1737 | -0.3 | 0.8 | 7.8 | 7.4 | 0.747 | 0.5 | -14.3 | 95.5 | 7.9
CC1(C)Cc2ccccc2-c2nc(NCCO)n(-c3ccccc3)c(=O)c21 | 8.6 | 1418 | -1.1 | 3.0 | -1.6 | -5.8 | 0.236 | -1.7 | 1.6 | 95.2 | 11.9
Cc1cc(C)cc(CC2CC(=O)N(c3cc(C)on3)C2=O)c1 (stereo unspecified) | 3.0 | 1534 | -0.4 | 0.2 | . | 1.6 | 0.389 | 4.6 | 4.2 | 101.8 | 1.5
CCCCn1c(Cc2ccccc2)n[nH]c1=S | 2.3 | 1263 | 2.7 | 1.6 | -2.4 | 3.1 | . | 2.9 | -8.0 | 103.5 | -1.5
COc1ccccc1NC(=O)COc1ccc(C(F)(F)F)cc1[N+](=O)[O-] | -6.3 | 1650 | -10.6 | . | . | 6.6 | . | 4.2 | -10.3 | 81.0 | 28.8
CCOc1ccc(C(=O)OCC(=O)Nc2nc(OC)cc(OC)n2)cc1OCC | -7.5 | 1680 | -2.0 | 2.5 | 14.5 | 7.7 | . | 0.2 | 10.0 | 105.5 | -1.2
O=C(Nc1ccc2[nH]c(=O)[nH]c2c1)Nc1ccc(F)cc1F | 6.5 | 1785 | -0.5 | 4.2 | -9.9 | 11.1 | -0.976 | 7.3 | -18.4 | 86.8 | 20.0
COc1ccc(C(=O)NNC(=O)c2ccc(C(C)(C)C)cc2)cc1 | 0.4 | 1412 | -3.5 | 1.8 | 20.0 | -2.9 | 0.412 | -4.7 | 8.3 | 93.4 | 9.5
CCOC(=O)C1CCN(C(=O)CN(c2ccc3c(c2)OCO3)S(C)(=O)=O)CC1 | 10.5 | 1749 | 3.5 | 2.6 | 11.5 | 4.8 | . | 7.7 | -8.4 | 95.5 | 8.2
COc1cc(OC)c(OC)cc1CN1CCN(S(=O)(=O)c2ccc(NC(C)=O)cc2)CC1 | -6.7 | 1508 | -4.1 | 0.4 | -39.5 | -9.0 | 0.898 | 0.1 | -4.4 | 102.0 | 1.2
CC(=O)c1ccc(NC(=O)Oc2ccccc2)cc1 | -1.4 | 1532 | -0.2 | 0.9 | . | -3.2 | -0.00269 | -2.2 | 8.7 | 105.9 | -7.0
COCCNC(=O)CC(=O)N/N=C/c1cccc(C(=O)OC)c1 | 1.6 | 1574 | 2.8 | 1.0 | -8.7 | -0.3 | . | 3.7 | 9.0 | 96.3 | 6.0
COc1ccc(C(CNC(=O)c2ccc(OCC3CCCO3)cc2)N2CCOCC2)cc1 (stereo unspecified) | -6.7 | 1391 | 3.6 | 0.4 | -9.7 | -4.2 | . | 5.7 | 4.7 | 106.1 | -2.6
CCOc1ccccc1NC(=O)N1CCC(C(=O)c2ccc(F)cc2)CC1 | 6.4 | 1531 | 4.1 | -0.8 | . | 7.2 | . | -5.8 | -8.7 | 94.8 | 13.2
CN(CCc1ccccn1)C(=O)CCC1CCCN(C(=O)c2cscn2)C1 (stereo unspecified) | 11.5 | 1676 | -5.1 | 3.1 | -20.2 | 13.9 | -0.442 | 6.2 | -8.4 | 99.0 | 6.2

Assay outcomes from PubChem.

This is a random part of the collection (roughly 5.6% active in at least one column).
